USP1 inh: Inhibitors of USP1/UAF1: Primary Screen | recombinant USP1/UAF1, Ub-Rhodamine cleavage fluorescence | Ubiquitin carboxyl-terminal hydrolase 1 (Homo sapiens), O94782 | Potency, µM (top dose mostly 57.1 µM), for inactives: at the highest dose activity change, negative = inhibition, usual class: inhibitors | hit rate 0.23% among 390,000; further: potency means the concentration at half of the fitted maximal effect; on the % scale 0 is the no-effect control and ±100 the full control effect; nearly all actives have a fitted effect of over 60% in size; inactives centre near -12
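USP1/UAF1 complex (1 nM) preincubated 15 min at room temperature with compound, then Ub-Rho substrate (150 nM final) added. Kinetic fluorescence at 480/540 nm over 6 reads at 60 s intervals; 50 mM HEPES pH 7.8, 0.5 mM EDTA, 0.1 mg/ml BSA, 1 mM TCEP, 0.01% Tween-20.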
D2 ag: HTS Assay for Allosteric Agonists of the Human D2 Dopamine Receptor: Primary Screen for Agonists; D(2) dopamine receptor (Homo sapiens), P14416; HEK293 T-REx D2 cells, calcium flux agonist mode; hit rate 0.53% among 340,000; activation, % at 2 µM;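 active means activation over 3 SD above normal in the single-dose calcium agonist read, cut at about 30% in these data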; further: 0% is about no effect
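Agonism scored from kinetic calcium signal (1 read/sec, 180 s) following compound pin transfer, after a 10 s baseline. Cells: HEK293 Trex line expressing inducible D2 receptor coupled to calcium, dye-loaded after overnight culture at 30 C.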
IDH1 R132H inh: qHTS for Inhibitors of mutant isocitrate dehydrogenase 1 (IDH1): qHTS; IDH1-R132H enzyme, NADPH consumption, diaphorase/resazurin fluorescence; Potency, µM (top dose mostly 76.6 µM), for inactives: top-dose activity change, negative = inhibition, hits mostly inhibitors; hit rate 0.093% among 390,000; AID 602179, 2012; further: potency means the concentration at half of the fitted maximal effect; on the % scale 0 is the no-effect control and ±100 the full control effect; nearly all actives have a fitted effect of over 65% in size
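IDH1-R132H (0.5 ug/mL dispensed) in pH 7.5 Tris buffer was preincubated 30 min with compound, then given a substrate mix of 0.016 mM NADPH and 2 mM alpha-KG for 80 min at room temperature; remaining NADPH was read by diaphorase/resazurin fluorescence.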
PI4K2A block: qHTS for small molecular inhibitors of PI4K2A; Phosphatidylinositol 4-kinase type 2-alpha (Homo sapiens), Q9BTU6; purified PI4K2A, ADP-Glo luminescence, 1 h; active compounds read low; activity change, negative = inhibition, % at 76.9 µM; hit rate 0.13% among 420,000; in the data active means activity change below about -50%; inconclusive means mostly about -30% to -49%;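 further: -100% = wells without enzyme as full effect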
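In this quantitative HTS, ADP production by PI4K2A was quantified luminescently after 1 h at ambient temperature; 100 microM adenosine served as plate-quality control.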
rTrxR1 inhibitor: qHTS Assay for Inhibitors of Mammalian Selenoprotein Thioredoxin Reductase 1 (TrxR1): qHTS | Thioredoxin reductase 1, cytoplasmic (Rattus norvegicus), O89049 | recombinant rTrxR1, NADPH fluorescence consumption, selenite substrate | Potency, µM (doses to about 114 µM), without a hit: top-dose activity change, negative = inhibition, usual class: inhibitors | hit rate 1% among 390,000 | AID 588453, 2011; further: potency means the concentration at half of the fitted maximal effect; on the % scale 0 is the no-effect control and ±100 the full control effect; nearly all actives have a fitted effect of over 65% in size
Target sequence (O89049 whole entry, looked up): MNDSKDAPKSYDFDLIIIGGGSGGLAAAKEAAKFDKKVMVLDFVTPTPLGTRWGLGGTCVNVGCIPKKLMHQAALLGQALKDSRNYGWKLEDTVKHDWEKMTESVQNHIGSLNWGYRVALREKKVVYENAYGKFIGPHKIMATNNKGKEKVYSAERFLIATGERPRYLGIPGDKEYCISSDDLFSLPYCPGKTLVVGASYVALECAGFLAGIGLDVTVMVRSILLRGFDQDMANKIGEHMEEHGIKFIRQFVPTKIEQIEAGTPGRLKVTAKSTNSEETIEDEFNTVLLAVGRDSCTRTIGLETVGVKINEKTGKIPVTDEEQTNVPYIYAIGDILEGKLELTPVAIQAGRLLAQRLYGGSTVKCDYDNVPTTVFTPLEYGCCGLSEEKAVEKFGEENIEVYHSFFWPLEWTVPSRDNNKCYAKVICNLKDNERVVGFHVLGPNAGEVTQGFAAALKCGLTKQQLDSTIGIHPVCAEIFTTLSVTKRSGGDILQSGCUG
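Rat TrxR1 (90 nM in the dispensed reagent) was pre-reduced with 400 uM NADPH for 5 min at room temperature, then incubated with compound for 15 min. After 400 uM selenite was added, NADPH fluorescence (Ex 340/Em 450 nm) was followed for 8 min.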
TRHR agonist: qHTS for Small Molecule Agonists and Allosteric Enhancers of Human TRH Receptor: Primary Screen for Agonists; Thyrotropin-releasing hormone receptor (Homo sapiens), P34981; TRHR cells, calcium flux fluo-8, FDSS agonist mode; activation, % at 2 µM; hit rate 0.18% among 360,000; in the data active means activation above about 30%; further: 0% is about no effect
Target sequence (P34981 whole entry, looked up): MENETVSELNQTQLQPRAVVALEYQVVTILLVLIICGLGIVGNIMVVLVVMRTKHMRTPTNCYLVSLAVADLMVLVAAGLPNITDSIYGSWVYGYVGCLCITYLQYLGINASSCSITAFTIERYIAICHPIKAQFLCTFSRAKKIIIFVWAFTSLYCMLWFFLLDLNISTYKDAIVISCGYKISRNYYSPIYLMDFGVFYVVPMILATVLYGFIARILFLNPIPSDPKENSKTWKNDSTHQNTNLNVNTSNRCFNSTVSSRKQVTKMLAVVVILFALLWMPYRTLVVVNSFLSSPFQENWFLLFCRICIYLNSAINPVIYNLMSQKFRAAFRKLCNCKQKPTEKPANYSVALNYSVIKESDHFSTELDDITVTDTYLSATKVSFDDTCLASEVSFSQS
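In this calcium-flux screen, cells bearing human TRHR are dye-loaded with fluo-8, baselined for 10 cycles, then exposed to library compounds; positive kinetic calcium responses during the agonist phase mark hits, with TRH as control.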
D2 antag: HTS Assay for Allosteric Antagonists of the Human D2 Dopamine Receptor: Primary Screen for Antagonists | D(2) dopamine receptor (Homo sapiens), P14416 | HEK293 TREx D2 cells, calcium flux, dopamine EC80 | inhibition, % at 10 µM | hit rate 2% among 340,000; in the data active means inhibition above about 30%; further: 0% is about no effect
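In this primary screen, negative modulation is detected by tracking calcium flux after an EC80 dopamine challenge in inducible HEK293 T-REx D2 cells preexposed to test compound for 180 s.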
TRHR enhancer: qHTS for Small Molecule Agonists and Allosteric Enhancers of Human TRH Receptor: Primary Screen for Enhancers | TRHR cells, fluo-8 calcium fluorescence, EC20 TRH enhancement | enhancement, % at 2 µM | hit rate 0.66% among 360,000 | AID 493056, 2011 | Thyrotropin-releasing hormone receptor (Homo sapiens), P34981; in the data active means enhancement above about 30%; further: 0% is about no effect
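TRHR-expressing cells loaded with fluo-8 calcium dye were read kinetically (ex 480/em 530) during compound addition, then stimulated with an EC20 of TRH (10 nM final). Enhancement of the Gq-mediated intracellular calcium response was scored.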
TrxR1 substrate: qHTS Assay for Substrates of Mammalian Selenoprotein Thioredoxin Reductase 1 (TrxR1): qHTS; Thioredoxin reductase 1, cytoplasmic (Rattus norvegicus), O89049; purified TrxR1 substrate turnover, NADPH consumption readout; Potency, µM (doses to about 114 µM), for the others: at the highest dose activity change, negative = substrate turnover; hit rate 0.01% among 390,000; further: potency means the concentration at half of the fitted maximal effect; on the % scale 0 is the no-effect control and ±100 the full control effect; nearly all actives have a fitted effect of over 50% in size
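Rat TrxR1, dispensed at 90 nM, was prereduced with 400 uM NADPH (final) for 5 min at ~22 deg C, then incubated with compound 15 min before 400 uM selenite. A first-read NADPH fluorescence drop versus no-compound background flagged substrates.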
The depositor's hits bear a star; ? = inconclusive; / = not tested or not shown; & = joins results of further samples; [ ] = remark or other dose. Unless noted, the call rests on the fitted dose curve; in most records, active means well fitted inhibition curve with a large enough effect; inconclusive means small, poorly fitted or top-dose-only effect; inactive means no such curve, though single readings can be large or run the other way.

The line under a structure holds: USP1 inh, D2 ag, IDH1 R132H inh, PI4K2A block, rTrxR1 inhibitor, TRHR agonist, D2 antag, TRHR enhancer, TrxR1 substrate
[1] COc1cc(C2CC(=O)c3cnc(N)nc3C2)cc(OC)c1OC (stereo unspecified)
    -17.5%, 0.2, -3.2%, 1.8, 14.3%, 0.6, 1.9, 1.3, 3.4%
[2] O=C(Nc1ccc2snnc2c1)N1CCCCC1
    -8.6%, -0.6, -3.0%, 7.5, -1.2%[57.1 µM], 1.2, -7.8, 0.9, 2.6%[57.1 µM]
[3] CCN1CCN(CC(O)COc2cccc(OC)c2)CC1 (stereo unspecified)
    -18.7%, -0.3, 0.6%, -4.7, 10.9%[57.1 µM], -0.1, 2.1, 0.3, 11.7%[57.1 µM]
[4] CCS(=O)(=O)c1ccc2c(c1)N(S(C)(=O)=O)CC(C(=O)NCCOC)O2 (stereo unspecified)
    -13.2%, 1.0, 17.2%, -2.3, 11.7%, 0.3, -5.4, 4.7, -2.5%
[5] COC(=O)CSc1cc(C)nc(SC)n1
    -21.6%, -0.2, 3.5%, 1.7, 11.8%, -0.3, 6.7, 5.9, 7.5%
[6] CCCCN(CC)C(=O)c1cc2c(=O)n3ccccc3nc2n1C
    7.9%, -0.4, 0.0%, -5.6, 6.5%, -0.2, /, -5.0, 5.9%
[7] COc1ccc(CCNC(=O)CCCCn2c(=O)c3ccccc3n(CC(=O)Nc3c(C)cccc3C)c2=O)cc1OC
    -23.1%, -0.2, 4.7%, -1.9, -27.4%, -1.3, /, 27.9, -15.2%
[8] O=C(NCCS(=O)(=O)N1CCN(c2ccc(F)cc2)CC1)C1CC(=O)N(c2ccccc2)C1 (stereo unspecified)
    ?, -0.1&0.2, 6.0%&-8.7%, 0.5&7.4, 19.1%&27.2%[57.1 µM], -0.8&-0.1, -11.3, -4.1&-0.4, 7.1%&3.9%[57.1 µM]
[9] Cc1[nH]n(C(N)=S)c(=O)c1N=Nc1ccc2ccccc2c1
    -12.2%, 0.5, -1.9%, 28.0, -65.0%, 0.4, 4.4, -1.9, -11.9%
[10] Cc1oc2cc(Br)c(O)c(Br)c2c1-c1ccccc1
    -23.9%, 0.1, 4.9%, -4.6, 9.2%[57.1 µM], 0.4, -7.3, 0.4, 10.1%[57.1 µM]
[11] COc1ccccc1NC(=O)CN1C(=O)CC(c2ccc(C)c(C)c2)=Nc2ccccc21
    -8.3%, -0.3, -3.6%, -2.4, 9.8%[57.1 µM], 0.4, /, 1.0, -3.1%[57.1 µM]
[12] CCCCNc1c(N)n(CCC)c(=O)[nH]c1=O
    -26.4%, 0.7, 2.1%, -3.6, 27.9%[57.1 µM], 1.0, 9.1, 0.6, 9.3%[57.1 µM]
[13] COCC(=O)Nc1ccccc1C(=O)NC(C)C
    -13.0%, -0.7, 0.7%, -2.7, 6.9%, -1.8, -9.6, 7.8, 2.5%
[14] COc1ccccc1-c1cccc([C@@H]2C[C@H]3[C@H](CON3C)CN2Cc2cc(Cl)cc(Cl)c2)c1
    -4.1%, /, -3.8%[38.3 µM], -3.1, -1.1%, /, /, /, -5.6%
[15] COc1ccccc1NC(=O)c1cc(S(=O)(=O)N(C)C2CCCCC2)ccc1F
    -30.2%, 0.5, 0.4%, -1.3, 26.2%[57.1 µM], -0.5, /, 2.2, 7.3%[57.1 µM]
[16] Cc1cc(NC(=O)CSc2nnc(Cc3cccn3C)n2CCc2ccccc2)no1
    -10.5%, -0.9, 13.1%, -3.7, 12.7%, -0.3, 7.4, -8.2, 6.1%
[17] Cc1ccccc1NC(=O)C1CCC(C)(C(=O)O)C1(C)C (stereo unspecified)
    1.0%, /, 12.0%, 3.2, 0.6%, 0.0, /, -1.9, -4.7%
[18] COc1ccc(-c2nc(C)c(CCNC(=O)c3cccs3)s2)cc1
    -8.1%, 0.1, 0.1%, -0.9, 2.6%[57.1 µM], -0.5, /, -1.5, 8.0%[57.1 µM]
[19] CC(C(=O)N1CCc2ccccc21)n1cccc1 (stereo unspecified)
    -12.7%, 0.1, 0.7%, 2.9, -13.8%, -0.5, 3.4, 7.7, -5.1%
[20] COC(=O)c1ccc(NC(=O)C(=O)NCCc2csc(-c3ccc(F)cc3)n2)cc1
    1.9%, 0.8, 5.8%, 2.5, 20.0%[57.1 µM], 1.2, /, -2.7, 0.6%[57.1 µM]
[21] COC(=O)c1ccc(COc2cc(C)ccc2C)o1
    -13.5%, -0.1, -4.5%, -3.4, 12.2%, -0.6, -11.8, 5.0, -2.8%
[22] CCCCC(=O)Nc1ccc(C(=O)OCc2cc(=O)n3nc(C4CC4)sc3n2)cc1
    -2.3%, 0.5, 17.2%, 1.5, -4.4%[57.1 µM], -1.4, /, 1.4, -8.9%[57.1 µM]
[23] COc1cc(S(=O)(=O)N2CCN(c3ccc(F)cc3)CC2)ccc1Cl
    -10.2%, 0.6, 0.0%, 5.0, 6.3%, 1.3, 17.2, -7.9, 2.7%
[24] COc1ccc2c(c1)cc(C)c1nnc(SCC(=O)N(C)c3nc(-c4ccccc4)cs3)n12
    -3.5%, 1.0, 3.4%, 1.5, 5.7%, 0.3, 5.5, 1.1, -2.8%
[25] COc1ccc(NC2CC(=O)NC2=O)cc1 (stereo unspecified)
    -28.2%, /, -0.9%, 3.4, -7.3%[57.1 µM], /, /, /, -7.1%
[26] O=C1C=CC(=O)N1c1ccccc1N1C(=O)C=CC1=O
    -19.6%, /, -7.6%, ?, 0.316µM*, /, /, /, 4.0%
[27] COc1ccc(Br)cc1CNC(=O)Cn1nc(C)n2c(cc3cc(F)ccc32)c1=O
    -9.5%, -0.3, -3.1%, -2.7, 18.4%, -0.2, /, 3.3, 7.7%
[28] CCOc1ccc(C(=O)COc2ccc(NC(C)=O)cc2)cc1
    -19.5%, -0.1, 9.3%, -11.9, 4.5%, 1.1, -15.5, 9.2, -3.0%
[29] Cc1cc(C(=O)N/N=C/C=C/c2ccccc2)c(C)o1
    -4.1%, -0.6, -4.4%, 4.4, ?, -1.4, -2.4, -5.7, -24.0%
[30] COc1ccc(C2/C=C\CN(C(=O)C3CCCC3)CC(=O)N2Cc2ccc(F)cc2)cc1 (stereo unspecified)
    -12.3%, 0.0, -12.8%, -5.6, 0.0%, -0.5, -34.6, 0.9, -2.2%

Arranged by the number under TRHR enhancer (highest first): 3 from the list above.
item | SMILES | USP1 inh | IDH1 R132H inh | PI4K2A block | rTrxR1 inhibitor | TRHR agonist | D2 antag | TRHR enhancer | TrxR1 substrate
21 | COC(=O)c1ccc(COc2cc(C)ccc2C)o1 | -13.5% | -4.5% | -3.4 | 12.2% | -0.6 | -11.8 | 5.0 | -2.8%
27 | COc1ccc(Br)cc1CNC(=O)Cn1nc(C)n2c(cc3cc(F)ccc32)c1=O | -9.5% | -3.1% | -2.7 | 18.4% | -0.2 | / | 3.3 | 7.7%
29 | Cc1cc(C(=O)N/N=C/C=C/c2ccccc2)c(C)o1 | -4.1% | -4.4% | 4.4 | ? | -1.4 | -2.4 | -5.7 | -24.0%

More entries
The line under a structure holds: USP1 inh, D2 ag, IDH1 R132H inh, PI4K2A block, rTrxR1 inhibitor, TRHR agonist, D2 antag, TRHR enhancer, TrxR1 substrate
[31] CCOC(=O)C1=C(CN2CCN(c3ccc(Cl)cc3)CC2)NC(=O)NC1c1ccc(OC)cc1 (stereo unspecified)
    -4.6%, 0.3, -8.4%, -1.3, 12.6%[57.1 µM], 0.1, /, 0.6, -1.8%[57.1 µM]
[32] COc1ccccc1-c1cc(-c2ccccc2)nc(SCC(=O)O)c1C#N
    -26.2%, -0.4, 0.0%, -3.7, -9.5%, 0.1, 6.0, -6.7, -2.9%
[33] NS(=O)(=O)c1ccc(CNC(=O)Cn2nc(C(F)F)cc2C(F)F)cc1
    -24.4%, 0.2, -0.3%, -1.7, 23.5%, 1.5, -34.0, 3.9, 2.0%
[34] CCOCCCNC(=O)C(c1ccccc1)N(Cc1ccc2c(c1)OCO2)C(=O)CNC(C)=O (stereo unspecified)
    -15.5%, -0.8, -3.6%, -6.1, 6.3%, -1.2, 5.4, -4.2, 0.2%
[35] Cc1cc(NC(=O)CSc2nc3c([nH]c4ccccc43)c(=O)n2-c2cccc(C(F)(F)F)c2)no1
    -24.4%, 0.9, 7.8%, 11.7, 36.7%[activator], -0.2, 13.4, 0.6, 43.3%[activator]
[36] Clc1cnc(N/N=C/c2ccco2)c(Cl)c1
    -15.8%, -0.4, 1.9%, -3.0, -19.5%, -0.2, 12.4, -2.8, -15.9%
[37] CCc1nc(N)nc2c1C(=O)CC(C)(C)C2
    -4.1%, 0.8, -3.0%, -2.8, -20.8%[57.1 µM], 1.5, -15.9, 0.1, -5.1%[57.1 µM]
[38] CC(=O)O[C@@]1(C)C[C@@H](O)[C@]2(O)C=CO[C@@H](O[C@@H]3O[C@H](CO)[C@@H](O)[C@H](O)[C@H]3O)[C@@H]21
    -3.2%, -0.2, 8.3%, 7.1, 7.5%[57.1 µM], -0.2, -17.2, -4.9, 2.7%

Screens (PubChem)
